# High-throughput results as filed in PubChem.
# Rac1 mut GTP: GTP binding modulators of activated mutant Rac1, primary screen, biochemical, bead-based flow cytometry, multiplex, fluorescent GTP; percent activity (GTP binding), % at 10 µM; GST-Rac1 activated beads; actives lie on both sides; 100% means binding = to untreated wells; 190,000 compounds, 0.11% hits; Ras-related C3 botulinum toxin substrate 1 (Homo sapiens), P63000;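 active = GTP binding at least 20 percentage points away from the 100% baseline, in either direction, so actives lie on both sides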
# Mcl-1 Bim block: inhibitors of Bim peptide binding to Mcl-1, primary screen, biochemical, bead-based flow cytometry, multiplex. Induced myeloid leukemia cell differentiation protein Mcl-1 (Homo sapiens), Q07820. Bim peptide-Mcl-1 binding. inhibition, % at 10 µM. 190,000 compounds, 0.1% hits; in the data active = inhibition above about 40%;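 also: 0% = no compound tracer wells and 100% = peptide blocker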
# Target sequence (Q07820 whole entry, looked up): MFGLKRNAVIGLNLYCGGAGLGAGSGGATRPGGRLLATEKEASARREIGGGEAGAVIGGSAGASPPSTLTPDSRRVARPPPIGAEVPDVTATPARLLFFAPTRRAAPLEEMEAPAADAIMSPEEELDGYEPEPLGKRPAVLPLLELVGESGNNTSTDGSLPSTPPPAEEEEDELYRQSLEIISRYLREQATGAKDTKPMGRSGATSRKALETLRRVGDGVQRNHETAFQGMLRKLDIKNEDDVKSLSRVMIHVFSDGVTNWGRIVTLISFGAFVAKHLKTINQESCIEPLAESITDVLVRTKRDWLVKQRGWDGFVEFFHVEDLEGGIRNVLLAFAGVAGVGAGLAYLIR
# Cdc42 wt: modulators of GTP binding to wildtype Cdc42, primary screen, biochemical, multiplex bead flow cytometry, Bodipy-GTP | Cell division control protein 42 homolog (Homo sapiens), P60953 | AID 761, 2007 | 190,000 compounds, 0.2% hits | percent activity (GTP binding), % at 10 µM | GST-Cdc42 beads; actives lie on both sides;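 active = percent activity GTP binding at least 20 points away from the 100% baseline, either down as inhibitor or up as activator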;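 also: median bead fluorescence of bound Bodipy-FL-GTP at 100 nM; 0% = excess unlabeled GTP control and 100% = no compound control; below 100% means less GTP binding so inhibitor and above means activator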
# Target sequence (P60953 whole entry, looked up): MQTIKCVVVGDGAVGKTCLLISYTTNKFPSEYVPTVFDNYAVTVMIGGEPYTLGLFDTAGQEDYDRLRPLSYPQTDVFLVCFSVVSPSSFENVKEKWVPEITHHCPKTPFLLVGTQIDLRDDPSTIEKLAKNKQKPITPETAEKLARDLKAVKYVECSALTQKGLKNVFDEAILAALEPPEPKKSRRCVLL
# Mcl1-Bid inh: Mcl-1/Bid binding inhibitors, primary screen, biochemical, TR-FRET, 1536-well. Induced myeloid leukemia cell differentiation protein Mcl-1 (Homo sapiens), Q07820. TR-FRET Mcl-1/Bid-Dy647 peptide binding. inhibition, % at 21.7 µM. 220,000 compounds, 0.97% hits. AID 1021, 2008;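 active = compounds that cut the binding signal by more than half at the single screening dose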;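 also: His-tagged Mcl-1 with europium anti-His antibody binding Bid BH3 peptide; 0% = Mcl-1 plus peptide wells and 100% = peptide-only wells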
# Pf gamet viab: late stage P. falciparum gametocyte viability inhibitors, primary screen, ATP luminescence, HTS; 150,000 compounds, 0.065% hits; inhibition, % at 10.9 µM; AID 743093, 2013; P. falciparum stage V gametocytes, 24 h;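 active = inhibition above the mean plus 3 SD of compounds within the control limits, set per campaign, cut at about 38% in these data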;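 also: 0% = DMSO wells and 100% = medium only without gametocytes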
# Rac1 wt modul: wildtype Rac1 GTP binding modulators, primary screen, biochemical, GST-Rac1 beads, flow cytometry, multiplex. fluorescent GTP binding; actives lie on both sides; 0 = cold GTP competed, 100 = untreated. GTP binding activity (% of control), % at 10 µM. AID 757, 2007. 190,000 compounds, 0.27% hits. Ras-related C3 botulinum toxin substrate 1 (Homo sapiens), P63000;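 active = GTP binding activity at least 20 points away from the 100% control level, either lower or higher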
# Mcl1-Noxa inh: Mcl-1/Noxa binding inhibitors, primary screen, biochemical, TR-FRET, 1536-well. inhibition, % at 21.7 µM. 220,000 compounds, 1.5% hits. TR-FRET Mcl-1/Noxa peptide binding, 2 h. Induced myeloid leukemia cell differentiation protein Mcl-1 (Homo sapiens), Q07820;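 active = compounds that cut the protein-peptide binding signal by more than 50% relative to plate controls in a single-dose test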;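 also: His-tagged Mcl-1 with rhodamine Noxa BH3 peptide and terbium anti-His antibody; 0% = Mcl-1 plus Noxa peptide wells and 100% = peptide-only wells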
# HRas wt GTP bind: modulators of GTP binding to HRas wildtype, primary screen, biochemical, bead-based flow cytometry, multiplex | GTPase HRas (Homo sapiens), P01112 | GST-Ras wt beads, Bodipy-FL-GTP binding; actives lie on both sides | GTP binding activity, % at 10 µM | 190,000 compounds, 0.14% hits;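 active = GTP binding activity at least 20% away from the 100% baseline, either lowered as inhibitor or raised as activator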;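 also: 0% = unlabeled GTP competition control and 100% = no-compound control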
# Target sequence (P01112 whole entry, looked up): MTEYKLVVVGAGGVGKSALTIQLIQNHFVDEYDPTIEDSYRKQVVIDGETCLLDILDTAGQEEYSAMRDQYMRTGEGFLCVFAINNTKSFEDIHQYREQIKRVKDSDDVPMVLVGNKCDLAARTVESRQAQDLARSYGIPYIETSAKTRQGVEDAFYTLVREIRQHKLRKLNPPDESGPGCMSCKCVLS
# Rab7 wt GTP bind: modulators of GTP binding to Rab7, primary screen, biochemical, wildtype, multiplex bead flow cytometry; AID 758, 2007; Rab7 GTPase wild type (dog), Bodipy-FL-GTP binding; 190,000 compounds, 0.055% hits; GST-Rab7 beads, fluorescent GTP binding; actives lie on both sides; untreated = 100%, excess cold GTP = 0%; GTP binding activity (percent of control), % at 10 µM;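 active = fluorescent GTP binding to Rab7 beads changed by at least 20 points from the 100% baseline, either direction, mostly lower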;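 also: median green fluorescence of bound Bodipy-FL-GTP per Rab7 bead population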
# Rab2 wt GTP: modulators of GTP binding to Rab2A wildtype, primary screen, biochemical, dog, bead-based flow cytometry, multiplex | Ras-related protein Rab-2A (Canis lupus familiaris), P61105 | GST-Rab2 wt beads, Bodipy-GTP binding | GTP binding activity, % at 10 µM | 190,000 compounds, 0.19% hits | AID 760, 2007;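 active = GTP binding activity at least 20 points away from 100%, either lowered or raised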;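 also: 0% = beads with excess unlabeled GTP and 100% = no-compound control corrected for plate trend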
# RGS8-Gao reg: RGS8-Galphao binding modulators, primary screen, biochemical, multiplexed bead flow cytometry; Guanine nucleotide-binding protein G(o) subunit alpha (Homo sapiens), P09471; actives lie on both sides; response (percent of control binding), % at 10 µM; 220,000 compounds, 0.34% hits; in the data active = response below about 60% or above about 140%; inactive = in between;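 also: Galphao activated as the GDP aluminium fluoride complex binding bead-coupled RGS8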
# Active calls of the source: *; / = not tested or not shown.
SMILES,Rac1 mut GTP,Mcl-1 Bim block,Cdc42 wt,Mcl1-Bid inh,Pf gamet viab,Rac1 wt modul,Mcl1-Noxa inh,HRas wt GTP bind,Rab7 wt GTP bind,Rab2 wt GTP,RGS8-Gao reg
O=c1[nH]c2ccccc2n1CCCN1CCN(C(c2ccccc2)c2ccccc2)CC1,98.0,0.0,102.0,-1.0,/,97.0,22.4,103.0,99.0,102.0,100.8
COc1ccc(C(c2nnnn2C2CCCC2)N2CCc3ccccc3C2)cc1OC (stereo not given),95.0,1.0,97.0,-27.0,-11.0,93.0,29.3,98.0,98.0,97.0,101.4
CC(C)Oc1ccc(C2CC(=O)N(c3ccccc3)C2=O)cc1 (stereo not given),103.0,-3.0,105.0,1.2,17.9,106.0,-9.9,101.0,99.0,103.0,102.4
Cc1ccc(NC(=O)c2ccccc2O)cc1,103.0,-2.0,105.0,-0.6,/,111.0,-14.1,104.0,101.0,102.0,100.0
c1ccc(OCc2nc(-c3cccs3)no2)cc1,94.0,0.0,97.0,-6.5,9.9,98.0,7.2,96.0,95.0,96.0,103.9
COc1ccc(OC)c(S(=O)(=O)NC2CCN(Cc3ccccc3)CC2)c1,99.0,-5.0,104.0,-11.7,/,100.0,-7.2,104.0,104.0,104.0,102.4
CC1CCC2(CC1)OCC1(CCC3(COC4(CCC(C)CC4)OC3)C1=O)CO2 (stereo not given),91.0,2.0,95.0,-19.6,/,94.0,-6.9,98.0,103.0,97.0,104.3
COc1cc(OC)c(-n2c(C)cc(C=O)c2C)cc1Cl,96.0,0.0,98.0,-40.3,/,102.0,13.7,97.0,99.0,97.0,100.2
COc1cc(C(=O)NCc2ccccc2)cc(Br)c1OC,101.0,0.0,97.0,-16.5,7.5,103.0,-1.4,100.0,98.0,97.0,105.2
CCC1Oc2ccc(C)cc2N(CC(=O)NCCCN2CCCCC2CC)C1=O (stereo not given),96.0,0.0,99.0,-0.4,/,100.0,-11.5,99.0,99.0,99.0,100.7
Cc1ccc(S(=O)(=O)n2cc(-c3ccccc3)c(N)n2)cc1,98.0,-2.0,99.0,-2.7,/,100.0,-5.3,99.0,99.0,99.0,103.6
Cc1ccc(C)c(-c2cc(C(=O)NNC(=S)NCC(C)C)c3ccccc3n2)c1,96.0,-6.0,98.0,-82.0,-16.1,99.0,-43.6,99.0,99.0,97.0,100.7
COc1cccc(-n2c(SCC(=O)N3CCCCC3)nc3c([nH]c4ccccc43)c2=O)c1,93.0,0.0,93.0,0.7,/,97.0,12.0,95.0,101.0,97.0,106.0
Cc1c(NC(=O)C(C#N)=C2CCCCC2)c(=O)n(-c2ccccc2)n1C,97.0,2.0,101.0,-7.3,-21.7,101.0,0.7,98.0,98.0,98.0,98.3
COc1ccc(NS(=O)(=O)c2ccc(N3CCOCC3)c(NC(=O)c3ccc(OC)cc3)c2)cc1,98.0,-4.0,101.0,-28.2,/,103.0,6.1,102.0,104.0,101.0,102.1
CCN(CC)CCn1c(NCc2cccc(OC)c2)nc2ccccc21,96.0,0.0,98.0,24.4,/,95.0,32.9,98.0,100.0,97.0,98.7
O=C(COc1ccc(Br)cc1)N1CCC(c2ccccc2)C1 (stereo not given),99.0,2.0,102.0,-7.3,-1.6,101.0,-6.0,100.0,95.0,103.0,98.9
O=C(CCNC(=O)c1ccc(Br)o1)NCc1ccc(Cl)cc1,94.0,-3.0,97.0,-1.9,2.7,98.0,5.1,98.0,98.0,96.0,105.2
CCN1CCN(C(=S)Nc2ccc(Cl)cc2Cl)CC1,97.0,-1.0,98.0,-84.0,/,103.0,13.6,101.0,103.0,99.0,99.7
CCOC(=O)c1sc2ccccc2c1NC(=O)c1coc2ccccc2c1=O,93.0,-5.0,95.0,-27.0,-22.8,94.0,5.2,95.0,98.0,95.0,101.8
COC(=O)c1c(C(=O)OC)c2n(c1C)Cc1ccccc1C2,101.0,-2.0,102.0,-27.6,9.5,99.0,4.8,101.0,103.0,105.0,99.4
COc1ccccc1C1SCCN1S(=O)(=O)c1cccc(C(F)(F)F)c1 (stereo not given),96.0,-7.0,99.0,-19.4,/,104.0,7.5,99.0,97.0,100.0,97.8
CC12CCC(C(=O)N(NC(=O)c3ccccc3Cl)C1=O)C2(C)C (stereo not given),99.0,1.0,98.0,1.8,2.8,102.0,-2.7,99.0,102.0,99.0,103.4
CCC1Oc2ccc(C)cc2N(CC(=O)NCCCN2CCN(Cc3ccccc3)CC2)C1=O (stereo not given),96.0,-4.0,96.0,-15.9,-1.6,96.0,14.1,96.0,95.0,96.0,103.2
O=S(=O)(NCc1cccnc1)c1ccc(Cl)nc1,96.0,-1.0,99.0,-18.9,/,100.0,1.2,100.0,101.0,97.0,106.5
Cc1cc(C)nc(SCC(=O)Nc2ccc(S(=O)(=O)NC(C)(C)C)cc2)n1,98.0,1.0,100.0,-6.5,/,101.0,13.6,96.0,98.0,96.0,105.4
C/C(=N\Nc1cc(Cl)nc(C)n1)c1ccc(Cl)c(Cl)c1,95.0,-3.0,97.0,11.0,/,96.0,7.5,95.0,95.0,95.0,94.2
COC(=O)CCC(=O)NNC(=O)CCC(=O)Nc1cccc(Cl)c1C,98.0,0.0,104.0,-1.2,/,101.0,9.6,101.0,106.0,102.0,103.1
Cc1cc(Cl)ccc1NC(=S)NCc1ccc(Cl)cc1,101.0,0.0,108.0,-42.4,/,111.0,11.8,101.0,98.0,99.0,100.5
Cc1cc(-c2ccccc2)n2ncc(-c3ccccc3)c2n1,96.0,0.0,98.0,-3.1,16.0,99.0,37.4,97.0,99.0,97.0,99.9
Cc1cccc(Cn2c(NCC(C)O)nc3c2c(=O)n(C)c(=O)n3C)c1 (stereo not given),103.0,-5.0,109.0,-35.6,8.2,108.0,-2.3,103.0,103.0,103.0,99.6
CCc1cc2c(=O)c(-c3nc4ccccc4n3C)c(COCC(=O)O)oc2cc1OC(=O)C(C)(C)C,88.0,-1.0,92.0,-5.9,2.9,90.0,22.1,93.0,92.0,90.0,100.0
COc1ccc(N(CCCN2C(=O)c3cccc4cccc(c34)C2=O)C(=O)c2cccs2)cc1,101.0,-5.0,99.0,-37.3,-2.6,100.0,9.0,100.0,101.0,98.0,112.3
Cc1ccc(N(C)S(=O)(=O)c2ccc(C)cc2)cc1,103.0,3.0,103.0,-10.0,/,106.0,-1.7,102.0,96.0,101.0,101.3
O=C(Nc1c(C(=O)N2CCCCC2)cnn1-c1ccccc1)c1ccco1,96.0,-2.0,92.0,-5.6,-6.7,87.0,-2.5,94.0,100.0,98.0,101.4
Cc1cc(C)nc(N2CCCC(C(=O)NCc3cccc(C(F)(F)F)c3)C2)n1 (stereo not given),99.0,-3.0,99.0,0.6,/,104.0,-6.3,98.0,94.0,98.0,91.7
Cn1nc(C(=O)Nc2cccnc2)c2ccccc2c1=O,86.0,6.0,73.0*,-7.1,13.0,85.0,-8.9,74.0*,92.0,69.0*,96.9
CCn1c(COc2c(C)cccc2C)nnc1SCC(=O)N1CCN(c2ccccc2)CC1,94.0,-6.0,95.0,-67.3,/,95.0,0.1,96.0,95.0,94.0,112.0
CS(=O)(=O)c1ccc(Cl)c(NC(=O)COC(=O)c2c(Cl)cccc2Cl)c1,92.0,0.0,95.0,-10.2,1.0,96.0,-6.9,95.0,93.0,94.0,100.8
CCCCSc1nc2c(c(=O)[nH]1)CCC2,103.0,-2.0,105.0,-12.7,-14.4,109.0,-7.1,105.0,105.0,104.0,109.0

# The final 2 compounds of the part above come first, to join the parts:
SMILES,Rac1 mut GTP,Mcl-1 Bim block,Cdc42 wt,Mcl1-Bid inh,Pf gamet viab,Rac1 wt modul,Mcl1-Noxa inh,HRas wt GTP bind,Rab7 wt GTP bind,Rab2 wt GTP,RGS8-Gao reg
CS(=O)(=O)c1ccc(Cl)c(NC(=O)COC(=O)c2c(Cl)cccc2Cl)c1,92.0,0.0,95.0,-10.2,1.0,96.0,-6.9,95.0,93.0,94.0,100.8
CCCCSc1nc2c(c(=O)[nH]1)CCC2,103.0,-2.0,105.0,-12.7,-14.4,109.0,-7.1,105.0,105.0,104.0,109.0
O=C(COc1ccc(Cl)cc1)NCc1nnc(SCC(=O)NC2CCCCC2)o1,100.0,-3.0,98.0,-24.6,/,103.0,4.9,100.0,100.0,102.0,97.9
Cc1cc(C(=O)OCC(=O)Nc2ccc(F)c(F)c2F)c(C)o1,93.0,-1.0,94.0,-27.8,-17.3,94.0,-7.7,92.0,95.0,95.0,101.2
Cc1nn(Cc2ccc(Cl)cc2)c(=O)n1N(C)c1ncc(C(F)(F)F)cc1Cl,99.0,0.0,101.0,-12.7,-14.1,104.0,-12.7,101.0,102.0,102.0,102.1
Cc1cccc(C2c3[nH]c4ccccc4c3CCN2C(=O)c2cc(CC(C)C)nc(C)n2)n1 (stereo not given),95.0,0.0,96.0,-39.4,/,100.0,10.7,98.0,98.0,98.0,97.3
C/C(=N\NC(=O)c1ccc(Br)cc1)c1ccccc1,99.0,0.0,102.0,4.7,/,108.0,4.2,103.0,103.0,103.0,102.6
O=C(Oc1ccc(N2C(=O)CCC2=O)cc1)c1ccccc1,99.0,-35.0,104.0,-7.0,-22.3,105.0,7.2,102.0,105.0,101.0,103.7
COc1ccc2[nH]c3c(c2c1)CCn1c-3nc2ccccc2c1=O,98.0,-2.0,99.0,-3.5,/,102.0,4.0,101.0,99.0,100.0,103.0
O=C(O)c1ccc(Cl)c(S(=O)(=O)NC(Cc2ccccc2)C(=O)O)c1 (stereo not given),94.0,0.0,95.0,-20.7,9.7,96.0,5.5,93.0,94.0,95.0,101.7
CCOC(=O)CCCNC(=O)COC(=O)/C=C/c1ccc2c(c1)OCO2,90.0,-2.0,89.0,-28.9,-13.6,92.0,12.0,95.0,90.0,94.0,100.6
CC(=O)NN1C(=O)c2ccccc2NC1c1ccoc1 (stereo not given),96.0,-6.0,97.0,-9.3,-7.3,100.0,5.3,96.0,99.0,97.0,100.1
